PGC1a acetyl inh: modulators of PGC1a acetylation. U2OS PGC1a acetylation, AlphaScreen anti-acetyl-lysine; with virally co-expressed GCN5 acetyltransferase. AID 651687. hit rate 0.17% among 350,000. inhibition, % at 15.6 µM;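 active = every replicate shows inhibition of at least 40%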;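 note: 0% = neutral control wells and 100% = positive control wells; some results beyond the cut were filed as inactive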
PglD inh: PglD (C. jejuni) enzyme inhibition. AID 602405. purified PglD enzyme, DTNB colorimetric CoA detection. inhibition, % at 12.5 µM. hit rate 0.098% among 360,000; in the data active = inhibition above about 16%, passing the limit was not always enough; note: strong numbers were not always called active
GSIS activator: primary screen for activators of insulin secretion dependent on glucose, INS-1E cells, GLuc reporter luminescence | INS-1E GLuc reporter insulin secretion, 2-3 h | activation, % at 16.6 µM | hit rate 0.61% among 370,000 | AID 743287;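 active = lowest replicate activation of at least 40%, so every replicate reaches that level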;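 note: 0% = median of neutral control wells and 100% = median of IBMX positive control wells; some compounds called inactive have numbers as strong as hits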
F508del corr: CFTR F508del correction in bronchial cells. CFBE cells, YFP halide quenching; stimulated with forskolin plus potentiator P3; % fluorescence drop versus neutral controls. activity (quench increase), % at 7.58 µM. hit rate 0.36% among 350,000. AID 720511;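 active = mean added fluorescence quench of at least 8% versus neutral control, with both replicates also reaching 8%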;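 note: cells transiently co-express mutant CFTR-F508del with the halide-sensitive YFP; corrector assay measuring rescue of mutant channel to the surface after 24 h compound exposure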
FN deposition inh: fibronectin deposition inhibition; AH1F fibroblasts, Alexa488-fibronectin deposition fluorescence, overnight; inhibition, % at 12.6 µM; AID 743247; hit rate 0.086% among 350,000;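 active = mean inhibition across replicates of 30% or more, regardless of how many single replicates reach that level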;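 note: positive control wells lacked labelled fibronectin entirely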
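Test system: AH1F fibroblast monolayer depositing Alexa488-labelled fibronectin into matrix. Input: 10000 cells per well. Technique: fluorescence, ex 485 nm, em 525 nm. Buffer or medium: DMEM plus 2% serum, read in PBS. Timing: 1 h cell adhesion before compound, then overnight fibronectin incubation. Compound: single dose, pinned. Read-out basis: inhibition from reduced deposited-fibronectin fluorescence.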
Cneo AK release: causes C. neoformans cell lysis. adenylate kinase release luminescence, 4 h; normalised: neutral wells 0, clomiphene wells 100. lysis activity, % at 15 µM. hit rate 0.2% among 360,000. AID 651654;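 active = mean lysis activity across replicates of at least 80%, whatever share of replicates individually reach that level; inactive = mean lysis activity below 80%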
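Assay system: Cryptococcus neoformans yeast cells / Dosing: single-point compound dose / Timing: 4 h at 37 °C static, read 1 h later / Measured by: luminescence of released adenylate kinase using an AK detection reagent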
miR122 inh: miR-122 inhibition in Huh7 cells | hit rate 0.3% among 340,000 | AID 602342 | activation (reporter increase), % at 12.5 µM | Huh7 miR-122 Renilla luciferase sensor, 48 h; neutral wells = 0, positive control = 100;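 active = mean replicate activation score at least 90 and every replicate individually at or above 90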;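 note: higher luciferase means less miR-122 activity so hits act as miR-122 inhibitors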
C2C12 statin: suppressors of simvastatin-induced myotoxicity in C2C12 myotubes. ATP luminescence, 48 h; scaled: DMSO 0, geranylgeraniol control 100. rescue of ATP level, % at 7.49 µM. hit rate 0.78% among 330,000. AID 602340;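 active = mean ATP rescue above about 67%, or every replicate alone reaching that limit, limit read from the data, passing the limit was not always enough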;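 note: myotubes were challenged with 10 µM simvastatin during compound exposure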
* hit, by the source's call; . = not tested or not shown; & = joins results of further samples; [ ] = remark or other dose.

smiles	PGC1a acetyl inh	PglD inh	GSIS activator	F508del corr	FN deposition inh	Cneo AK release	miR122 inh	C2C12 statin
CC(=O)Nc1ccc2c(c1)C(=O)N(C)[C@H]1CC[C@H](CC(=O)Nc3cccc(F)c3)O[C@@H]1CO2	1	.	-2	1.8	-6	.	.	.
CCOC(=O)c1n[nH]c2ccccc12	-7	0	.	.	.	72	-3	1
C[C@H](NC(=O)C1(c2ccccc2)CCN(C(=O)OC(C)(C)C)CC1)C(=O)N[C@@H](C(=O)O)c1ccccc1	-6	1	.	1.1	.	2	-2	14
CCOC(=O)c1c(NC(=O)c2ccccc2C(=O)O)sc2c1CCC2	-1	-3	3	1.4	4	-3	-6	-3
CC(C)Oc1ccc(C(=O)NC(C)(C)CO)cc1	1	-5	.	.	12	-1	-2	-3
CCN(CC)CCOC(=O)c1cccc(Cl)c1	11	3	.	.	.	1	-2	.
O=C(Nc1ccc2c(c1)OCCO2)c1ccoc1	3	.	-2	-6.8	1	.	0	7
CC1Cc2ccccc2N1C(=O)C1CCCN1S(=O)(=O)c1ccc(Cl)cc1 (stereo not drawn)	3	-2	.	.	.	1	-2	1
Cc1cccc(C)c1-n1c(C)nn(CC2CC2)c1=O	-6	-1	1	-3.2	-21	-8	-4	-2
CN(C)S(=O)(=O)c1cccc(-c2nn(-c3ccccc3)cc2/C=C(\C#N)c2nc3ccccc3[nH]2)c1	6	-3	-13	.	2	0	4	.
N#Cc1ccc(COC(=O)CCc2c[nH]c3ccccc23)cc1	1	0	0	1.2	-1	0	-8	.
C#CCOCCOCCOCCNc1nc(N2CCN(C(=O)CCCCCCCCCCNC(=O)[C@H](CCC(=O)O)n3cc(CCCCCN)nn3)CC2)nc(N2CCN(C(=O)CCCCCCCCCCNC(=O)[C@@H]([C@H](C)O)n3cc(C)nn3)CC2)n1	-2	-5	.	.	.	-1	-2	23
COc1cccc(/C=C/C(=O)Nc2ccccc2N2CCOCC2)c1	0	-5	-1	-0.7	-6	-1	-6	-4
COC(=O)CN1C(=O)C2(C(C#N)=C(N)Oc3ccccc32)C2=C1CC(C)(C)CC2=O (stereo not drawn)	1	-2	.	.	-23	1	3	4
Cc1nn(C)c(C)c1NC(=O)/C(C#N)=C\N(C)C	4	4	1	-0.1	4	2	-3	.
O=C(CCC(=O)N1CCN(S(=O)(=O)c2ccccc2)CC1)NC1CCCc2ccccc21 (stereo not drawn)	.	2	.	.	-2	-3	9	.
CC1=Nc2cc(C(=O)NCCCOC(C)C)ccc2Sc2ccc(C)cc21	-8	-3	-42	-2.6	-17	0	89	.
CCOc1ccc2nc(NS(=O)(=O)c3cccs3)sc2c1	0	0	.	4.5	-10	3	-34	0
COc1ccc(Cl)cc1Nc1nnc(-c2ccncc2)s1	4	7	5&21	2.8	4	1	11	-33
CCC(C)NC(=O)N[C@@H](Cc1ccccc1)C(=O)O (stereo partly drawn)	-5	-125	.	.	.	0	-5	9
C/C=C/c1ccccc1[C@@H]1[C@@H](C#N)N(c2nc(CC)cs2)[C@@H]1CO	8	.	7	2.3	-3	.	.	.
COC(=O)Cc1c(C)nc2nc(-c3ccco3)[nH]n2c1=O	0	-5	1	.	.	0	-11	.
C[C@@H](NC(=O)C[C@@H]1CC[C@H](NC(=O)Nc2ccc3c(c2)OCO3)[C@H](CO)O1)c1ccccc1	-3	-2	-12	-2.7	5	-1	1[16.7 µM]	0
CC(C)(C)C(=O)N1CCC(O)(CS(=O)(=O)c2ccc(Cl)c(Cl)c2)CC1	10	4	7	0.2	4	0	-4	2
C[C@@H]1CCCCO[C@H](CN(C)Cc2ccncc2)[C@@H](C)CN([C@@H](C)CO)C(=O)c2cc(NC(=O)NC3CCCCC3)ccc2O1	10	-1	-8	-0.9	0	52	9[16.7 µM]	-3
Cc1cc(NC(=O)c2ccc(Br)c([N+](=O)[O-])c2)no1	10	5	-1	-2.1	4	2	-3	-5
COc1cccc(NC(=O)CSc2nc3c(sc4ccccc43)c(=O)n2CCCN2CCCC2)c1	.	5	-10	2.7	5	0	-8	25
O=C(NCc1cccnc1)/C(=C/c1ccc(-c2cccc(C(F)(F)F)c2)o1)NC(=O)c1ccccc1	.	-3	.	.	1	1	21	7
COC(=O)C(C(=O)NCC1CCCO1)C1CCCCCC1 (stereo not drawn)	1	-7	.	.	.	2	-5	15
CCOC(=O)/C(C#N)=C(\O)c1ccc(NC(=O)c2ccc([N+](=O)[O-])cc2)cc1	2	-4	-13	2.6	-6	-1	5	.
O=C(N[C@H]1CC[C@H](CC(=O)N2CCC(Cc3ccccc3)CC2)O[C@H]1CO)c1cnccn1	-6	0	1	-1.3	-3	1	.	15
C=CCNC(=S)N1CCC(Cc2ccccc2)CC1	.	1	-40	-5.4	.	0	-3	2
Cc1noc(C)c1NC(=O)Nc1ccc2c(c1)C(=O)N([C@H](C)CO)C[C@@H](C)[C@H](CN(C)S(=O)(=O)c1ccc(F)cc1)OCCCC[C@H](C)O2	-3	2	-1	0.3	.	-5	10[16.7 µM]	.
O=C(CCCCCN1C(=O)[C@@H]2Cc3ccccc3CN2C1=O)Nc1cccc(F)c1	.	-2	-16	2.9	-9	1	.	17
CC1(C)C[C@H](O)[C@]2(CO)CC[C@]3(C)C(=CCC4[C@@]5(C)CC[C@H](O)C(C)(C)C5CC[C@]43C)[C@@H]2C1 (stereo partly drawn)	-14	3	.	-2.2	.	-2	1	-23
O=C(CSc1nnc(SCc2cccc3ccccc23)s1)Nc1ccc(C(=O)O)cc1	-2	.	0	-2.2	.	.	7	1
Cc1ccc(C(=O)N2CCN(c3ccc([N+](=O)[O-])cc3)CC2)o1	1	-3	3	-1.1	-6	-1	-9	0
O=c1[nH][nH]c(-c2ccccc2)c1C=Nc1cccc(Cl)c1	-2	-3	.	.	3	3	-3	14
CCCC(=O)N1CCC(Cc2ccccc2)CC1	.	-1	-4	-4.1	5	0	.	8
O=C1N/C(=N\N=C\c2cccnc2)SC1Cc1ccc(SC(F)F)cc1 (stereo not drawn)	4	.	.	.	-8	-2	5	-10
COc1cccc(NC(=O)N2CCN(c3cccc(C)c3C)CC2)c1	-19	2	.	.	-1	-4	0	2
C[C@@H]1CN([C@@H](C)CO)C(=O)c2cccc(N(C)C)c2O[C@@H]1CN(C)S(=O)(=O)c1cccs1	3	2	9	-0.9	11	0	-5[16.7 µM]	-13
COc1ccc(N2CC(NC(=O)N3CCc4ccccc43)CC2=O)cc1OC (stereo not drawn)	-8	-1	4	-2.7	2	6	11	1
CC(NS(=O)(=O)c1ccc(F)cc1)C(c1cccs1)N1CCN(C)CC1 (stereo not drawn)	-6	.	-2	.	.	.	-1	-14
CCC(C)Sc1nc2c([nH]c3ccccc32)c(=O)n1C (stereo not drawn)	-2	1	13	-1.4	5	-1	-4	.
COc1ccc(-c2cc(C(F)(F)F)n3nc(C(=O)N4CCCC4)cc3n2)cc1	9	-1	.	.	.	2	3	17
O=C(COC(=O)/C=C/c1ccc(F)cc1)NC1CCS(=O)(=O)C1 (stereo not drawn)	.	-3	11	-0.9	4	0	.	-15
Cc1cc(C(=O)Nc2cccc3c2O[C@H](CN(C)C(=O)NC2CCCCC2)[C@H](C)CN([C@H](C)CO)C3=O)n(C)n1	-4	-2	-3	-0.3	.	0	-5[16.7 µM]	7
COc1ccc(NC(=O)CSc2nnc(CN3CCOCC3)n2-c2ccccc2)cc1Cl	8	1	6	.	0	20	.	3
CCC1=NN(C(=O)Cc2ccc([N+](=O)[O-])cc2)C(O)(C(F)(F)F)C1 (stereo not drawn)	2	.	13	-0.9	-2	.	.	.

Other entries
smiles	PGC1a acetyl inh	PglD inh	GSIS activator	F508del corr	FN deposition inh	Cneo AK release	miR122 inh	C2C12 statin
COCC(=O)Nc1ccc2c(c1)C(=O)N(C)C[C@H](OC)[C@@H](C)CN(Cc1cccnc1)[C@H](C)CO2	-6	-3	8	-0.5	2	2	.	-11
O=C(COC(=O)CCN=C1NS(=O)(=O)c2ccccc21)NNC(=O)c1ccc(Cl)cc1	2	-8	9	-1.1	1	1	-2	2
C=C(C)CSc1nnc2n(Cc3ccccc3)c(=O)c3c4c(sc3n12)CCC4	-3	-1	.	.	.	-2	-4	.
CCOc1ccc(OCC)c(NC(=O)c2[nH]c(C)c(C(C)=O)c2C)c1	5	2	.	.	-9	1	-5	-13
O=C(Nc1nnc(C2CC2)s1)c1cc(S(=O)(=O)N2CCCCC2)ccc1N1CCOCC1	20	3	-24	-2.4	5	-2	0	26
CC(=O)Nc1ccc2nc(SCC(=O)Nc3ccc(N4CCOCC4)c(Cl)c3)sc2c1	-6	.	.	.	0	-8	-1	-2
COC(=O)COc1ccc(C2NC(=O)NC(c3ccccc3)=C2C(C)=O)cc1Br (stereo not drawn)	11	2	.	.	6	1	1	29
C[C@@H]1CN([C@H](C)CO)C(=O)c2cc(C#Cc3ccc(F)cc3)cnc2O[C@@H]1CN(C)S(C)(=O)=O	14	-1	9	1.4	2	-5	-4[16.7 µM]	0
O=C(N/N=C/c1c[nH]c2ccccc12)c1ccc(Br)cc1	14	2	-23	-0.6	2	-1	0	-7
Nc1nc(COc2ccc3ccccc3c2)cs1	5	6	.	.	.	-1	-5	9
COc1ccc(NC(=O)CN(C)C(=O)c2cccc(-n3cccc3)c2)cc1	.	-5	-6	3.6	-1	2	.	1
O=C(NCc1ccccc1)c1ncn[nH]1	3	1	6	-2.8	3	0	12	5
COc1ccc(-c2csc(NC(CO)c3nc4ccccc4n3CCOCCO)n2)cc1 (stereo not drawn)	0	-6	2	-2.4	-39	-2	-6	20
Cc1ccc(C(C)C)c(OCCCCN2CCNCC2)c1	-19	-2	-5	-0.6	-3	-2	-3	-6
c1ccc(Oc2cccc(CN3CCCCC3)c2)cc1	.	-5	.	.	2	3	-1	-3
CCCN(CC(=O)Nc1ccccc1C)C(=O)c1ccc(S(=O)(=O)N2CCCC2)cc1	-2	-6	5	-1.0	-9	2	-1	9
COc1cccc2c(=O)n(CC(=O)N3CCC(C)CC3)ccc12	.	1	.	1.4	-7	-1	.	12
CS(=O)(=O)Nc1ccc(S(=O)(=O)N2CCCC2)cc1	-2	.	26	-0.7	-4	.	.	.
O=C(c1nn2c(C(F)(F)F)cc(-c3ccco3)nc2c1Br)N1CCCc2ccccc21	-8	-4	.	.	.	3	8	.
COc1ccc(NC(=O)Nc2ccc3c(c2)C(=O)N([C@@H](C)CO)C[C@@H](C)[C@H](CN(C)C(=O)C2CCCCC2)OCCCC[C@@H](C)O3)cc1	6	1	-8	1.3	.	2	-19[16.7 µM]	46

An excerpt of these results, with two lines to a compound:
Results follow in this order: PGC1a acetyl inh	PglD inh	GSIS activator	F508del corr	FN deposition inh	Cneo AK release	miR122 inh	C2C12 statin
CC(=O)Nc1ccc2nc(SCC(=O)Nc3ccc(N4CCOCC4)c(Cl)c3)sc2c1
    -6	.	.	.	0	-8	-1	-2
C[C@@H]1CN([C@H](C)CO)C(=O)c2cc(C#Cc3ccc(F)cc3)cnc2O[C@@H]1CN(C)S(C)(=O)=O
    14	-1	9	1.4	2	-5	-4[16.7 µM]	0
COC(=O)COc1ccc(C2NC(=O)NC(c3ccccc3)=C2C(C)=O)cc1Br (stereo not drawn)
    11	2	.	.	6	1	1	29

Bioassay records (PubChem BioAssay)
